Bioassay records (PubChem)
HKDC1 inhibitor: HKDC1 hexokinase inhibitors, primary screen, biochemical, fluorescence, uHTS. recombinant HKDC1, G6PDH/diaphorase resazurin coupled fluorescence. inhibition, % at 20 µM. 340,000 tested, 0.16% active. AID 493160, 2011;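 active = inhibition above about 35% when tested at 20 µM, limit read from the data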;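 note: plate controls were DMSO wells with enzyme for no effect and DMSO wells lacking enzyme for full effect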
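Incubation: 90 min at room temperature in dark / Material: recombinant HKDC1 (HK5) hexokinase enzyme, produced in-house / Quantity: enzyme 5 µg/mL final / Compound: one dose of 20 µM, 1% DMSO / Reagent: glucose and ATP substrates / Buffer or medium: Tris pH 8.0 buffer with MgCl2, Tween-20, BSA, BME / Technique: resorufin fluorescence at 613 nm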
MIN6 prolif: inducers of MIN6 beta-cell proliferation, primary screen, ATP luminescence, uHTS | MIN6 cells proliferation, ATPlite luminescence, 48 h; cells starved in 0.2% serum; 100% = growth in 10% serum | proliferation, % at 10 µM | 330,000 tested, 0.29% active | AID 2380, 2010;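 active = compounds whose signal lies at least 3.5 SD above the mean of all wells on their plate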;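 note: 0% = DMSO-treated cells in low-serum medium and 100% = 10% serum control; some compounds called inactive have numbers as strong as hits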
SENP1 FRET inh: human SENP1 catalytic domain inhibitors, primary screen, biochemical, FRET, uHTS; 360,000 tested, 0.21% active; recombinant SENP1 catalytic domain, CyPet-SUMO1-YPet FRET cleavage; inhibition, % at 10 µM;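 active = inhibition at least 30% at 10 µM, raw YFP signal under a set limit, fluorescence ratio 0.5 to 1.5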;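 note: 0% = enzyme with DMSO and 100% = no enzyme wells; some results filed as inactive read as strong as hits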
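Assay system – human recombinant His6-tagged SENP1 catalytic domain enzyme · Input – SENP1 enzyme, 20 pM final · Buffer or medium – Tris pH 8 buffer plus EDTA, NaCl, BME, BSA, NP40, catalase · Schedule – 50 min reaction at room temperature · Technique – FRET read of cyan and yellow fluorescence · Control set – no-enzyme wells low, DMSO-plus-enzyme wells high control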
SENP6 block: SENP6 protease inhibitors, primary screen, biochemical, luminescence, uHTS; Recombinant SENP6 catalytic domain, aminoluciferin luminescence; inhibition, % at 10 µM; 330,000 tested, 1.8% active; AID 2599, 2010;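 active = inhibition above about 50% at the single tested dose, limit read from the data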;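 note: plate controls were DMSO wells with enzyme for no effect and DMSO wells lacking enzyme for full effect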
Target sequence (Q9GZR1 628-1112 limits assumed): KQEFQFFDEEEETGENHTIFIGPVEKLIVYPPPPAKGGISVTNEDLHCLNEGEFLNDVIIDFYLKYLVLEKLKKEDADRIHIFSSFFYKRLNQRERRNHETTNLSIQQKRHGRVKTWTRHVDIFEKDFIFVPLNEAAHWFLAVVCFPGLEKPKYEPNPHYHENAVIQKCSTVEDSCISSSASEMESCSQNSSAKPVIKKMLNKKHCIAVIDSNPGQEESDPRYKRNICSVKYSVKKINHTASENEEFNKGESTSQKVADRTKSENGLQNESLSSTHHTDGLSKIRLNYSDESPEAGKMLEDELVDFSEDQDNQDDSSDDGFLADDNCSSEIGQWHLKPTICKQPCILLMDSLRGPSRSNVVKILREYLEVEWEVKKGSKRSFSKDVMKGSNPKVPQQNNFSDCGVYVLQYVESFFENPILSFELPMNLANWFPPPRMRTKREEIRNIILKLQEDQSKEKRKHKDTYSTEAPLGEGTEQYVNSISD
SENP7 block: SENP7 protease inhibitors, primary screen, biochemical, luminescence, uHTS | AID 434973, 2010 | inhibition, % at 5 µM | Sentrin-specific protease 7 (Homo sapiens), Q9BQF6 | recombinant SENP7, Z-RLRGG-aminoluciferin luminescence, 40 min | 330,000 tested, 1.5% active;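 active = inhibition above about 50% at the single test dose, limit read from the data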;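 note: plate controls were DMSO with enzyme for no effect and no enzyme buffer wells for full effect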
Target sequence (Q9BQF6 706-1050 limits assumed): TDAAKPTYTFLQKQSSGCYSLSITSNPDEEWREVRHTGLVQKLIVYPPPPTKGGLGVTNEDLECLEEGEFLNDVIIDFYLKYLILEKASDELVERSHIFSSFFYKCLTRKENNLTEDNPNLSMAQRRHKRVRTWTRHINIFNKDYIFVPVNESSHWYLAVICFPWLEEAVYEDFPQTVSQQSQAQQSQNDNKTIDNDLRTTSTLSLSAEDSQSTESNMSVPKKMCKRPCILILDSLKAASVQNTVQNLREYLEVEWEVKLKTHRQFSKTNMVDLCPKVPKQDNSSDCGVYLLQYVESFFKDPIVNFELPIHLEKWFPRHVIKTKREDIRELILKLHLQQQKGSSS
UBC13 polyUb: UBC13 polyubiquitin chain formation inhibitors, primary screen, biochemical, TR-FRET, uHTS. inhibition, % at 20 µM. 330,000 tested, 0.47% active. Ubiquitin-conjugating enzyme E2 N (Homo sapiens), P61088; in the data active = inhibition above about 45%, passing the limit was not always enough
Target sequence (P61088 whole entry, looked up): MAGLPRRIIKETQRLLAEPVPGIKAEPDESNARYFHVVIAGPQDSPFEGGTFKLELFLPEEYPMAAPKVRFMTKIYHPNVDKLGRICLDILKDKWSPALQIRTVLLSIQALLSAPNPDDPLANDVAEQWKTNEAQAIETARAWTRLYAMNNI
SENP8 block-1: SENP8 protease inhibitors, primary screen, biochemical, luminescence; AID 2540, 2010; purified SENP8, Z-RLRGG-aminoluciferin cleavage; 330,000 tested, 1.2% active; inhibition, % at 10 µM; in the data active = inhibition above about 50%
PfGluPho inh: PfG6PD enzyme inhibitors, primary screen, biochemical, fluorescence intensity, uHTS; 350,000 tested, 0.78% active; inhibition, % at 20 µM; PfGluPho enzyme, NADPH resazurin-diaphorase fluorescence;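 active = inhibition reaching at least a set limit at 20 µM in the primary screen, cut at about 59% in these data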;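 note: 0% = DMSO wells with substrate and 100% = DMSO wells lacking glucose-6-phosphate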
SENP8 block-2: human SENP8 protease inhibitors, primary screen, biochemical, fluorescence, Nedd8 protein substrate, uHTS; Sentrin-specific protease 8 (Homo sapiens), Q96LD8; recombinant SENP8; inhibition, % at 20 µM; 360,000 tested, 0.64% active; AID 602440, 2012; in the data active = inhibition mostly above about 40%, no sharp cut-off; inactive = mostly below about 27%
An asterisk follows results filed as active; i = inactive; / = no result given. An unsorted share of the library; overall some 4% were active at least once.

SMILES | HKDC1 inhibitor | MIN6 prolif | SENP1 FRET inh | SENP6 block | SENP7 block | UBC13 polyUb | SENP8 block-1 | PfGluPho inh | SENP8 block-2
CCOC(=O)C1CCN(C(=O)COC(=O)CSc2ccc([N+](=O)[O-])cc2)CC1 | 0 | 0 | 4 | 1 | -6 | -9 | 3 | 42 | -4
COc1ccc2nc(N3CCCCC3)c(C#N)cc2c1 | 15 | -1 | -25 | 3 | 1 | -14 | -1 | 21 | -304
CC1(C)CC(=O)C/C(=N/NC(=O)COc2ccc3ccccc3c2Br)C1 | 0 | -6 | -1 | -14 | 11 | 1 | -5 | -7 | 8
CCN(CC)c1ccc(C2CC(=O)Nc3cc(OC)c(OC)cc32)cc1 (stereo not given) | 2 | 2 | -2 | -9 | -9 | 4 | -1 | -2 | -89
CCOC(=O)N1CCC(NCCNC(=O)c2cccc(F)c2)CC1 | 0 | -1 | 0 | -3 | 8 | 6 | 5 | -13 | 15
Cc1ccc(Nc2nnc(SCC(=O)Nc3cccc(S(=O)(=O)NC4=NCCCCC4)c3)s2)c(C)c1 | 1 | 0 | 0 | -12 | 0 | -6 | 2 | 20 | 12
CC(Cc1ccsc1)NC(=O)CCc1nnc(CCc2ccccc2)o1 (stereo not given) | -6 | 0 | 0 | -5 | 0 | 7 | -9 | 3 | 11
Cc1ccc(NC(=O)COC(=O)CN2C(=O)COc3ccccc32)cc1 | -3 | 0 | 4 | -4 | -4 | -3 | -4 | 14 | 24
Cc1cc(C)cc(C(=O)Nc2nnc(SCC(=O)NCC3CCCO3)s2)c1 (stereo not given) | -5 | -2 | 1 | 5 | 1 | -5 | -2 | 3 | -43
Fc1ccccc1/C=N/n1cnnc1 | -9 | -4 | 3 | -17 | -7 | -15 | -7 | 3 | 23
O=C1OC(c2ccccc2)C(O)=C1c1ccccc1 (stereo not given) | -6 | / | 2 | / | / | / | / | -10 | 14
COc1ccccc1-c1sc2cc3c(cc2c1-c1ccc(OCCN2CCOCC2)cc1)OCO3 | 5 | / | 1 | / | 4 | / | / | 23 | -381
C/C=C/c1ccc(OCc2cc(=O)n3cc(C)ccc3n2)c(OC)c1 | 3 | -2 | -25 | -4 | 4 | -5 | 6 | 18 | -214
COc1ccc(C(=O)N2CCN(c3ccc(N4CCOCC4)nn3)CC2)cc1OC | -6 | -1 | -25 | -13 | 11 | 10 | -12 | -7 | i
O=C1OCC2=C1C(c1ccc(F)cc1)CC(=O)N2c1ccccc1 (stereo not given) | / | 2 | 2 | 3 | 2 | -1 | 6 | / | 20
Cc1cc(S(=O)(=O)NCC2CC2)c(Cl)cc1Cl | -3 | 2 | 1 | 11 | -4 | 1 | 3 | 6 | 8
COc1ccc(CCNC(=O)C2CC3Cn4c(nc5ccccc54)C3N2Cc2ccccc2)cc1 (stereo not given) | 2 | 4 | 1 | -9 | -5 | 14 | -1 | 10 | 18
O=C(COC(=O)CCC1CCCC1)Nc1ccc(Cl)cn1 | 4 | 2 | 4 | -2 | 3 | -1 | 2 | -11 | 4
CN1CCN(C(=O)c2ccc(OCCOc3ccccc3)cc2)CC1 | -7 | 0 | 3 | 20 | -2 | 5 | 7 | -1 | 11
CCC(C)c1ccc(OCC(=O)Nc2ccc(CN3CCOCC3)cc2)cc1 (stereo not given) | -2 | -3 | 1 | -2 | 2 | 14 | -3 | 9 | 8
CCc1c(C)nc2ncnn2c1NCCc1ccc(OC)c(OC)c1 | -9 | -2 | 0 | 4 | -11 | 6 | 6 | 1 | 21
COc1ccc(OCCCC(=O)OC(C)C(=O)Nc2ccc(S(N)(=O)=O)cc2)cc1 (stereo not given) | -1 | 1 | 2 | 1 | -2 | 7 | -8 | 7 | 14
CCOC(=O)c1[nH]c2ccc(F)cc2c1NC(=O)c1ccccc1C(=O)O | 6 | 0 | -23 | 12 | -2 | 4 | 2 | 16 | -297
C/C=C(\C)CN1CCN(c2ccccc2)CC1 | -9 | -2 | 3 | -7 | 3 | 3 | 3 | -10 | 23
CCOC(=O)c1sc(NC(=O)C(CC)OC(=O)C(CC(C)C)NC(=O)c2ccccc2)nc1C (stereo not given) | 4 | -1 | 4 | -16 | 7 | -7 | -3 | 29 | 18
CCN1CCCC1CNC(=O)COc1cc(=O)n(C)c2ccccc12 (stereo not given) | 12 | 0 | -11 | -3 | 6 | 4 | 2 | -4 | 8
O=C(COc1ccc(S(=O)(=O)N2CCOCC2)cc1)NCc1ccccn1 | -7 | 0 | 1 | -9 | -2 | 7 | -7 | 9 | -8
N=c1scc(-c2ccccc2)n1/N=C/c1ccco1 | -2 | -5 | 8 | 1 | 6 | -6 | -1 | 25 | -41
C=C1CCc2c([nH]c3ccc(OCC(C)C)cc23)C1=O | 27 | -5 | -15 | 95* | -2 | 1 | 8 | 16 | -279
Cc1cc(-c2nnc(SCC(=O)Nc3cccc(Cl)c3)n2N)n[nH]1 | -2 | -1 | 3 | 11 | -2 | 7 | 0 | -7 | 10
C=CCOC(=O)C1=C[C@@H](c2ccc(C(F)(F)F)cc2)[C@H](CCCO)[C@@H](OCC)O1 | 6 | -2 | 1 | 7 | -4 | 22 | 5 | 12 | 13
Cc1nc(CSc2n[nH]c(=O)n2-c2cccc(F)c2)cs1 | -3 | -1 | -1 | -40 | 4 | 3 | 0 | -14 | 9
Cc1ccc(-c2nc(-c3cccnc3)sc2CC(=O)Nc2ccc3nc(C)sc3c2)cc1 | -1 | 0 | -12 | 10 | 10 | -6 | 2 | -3 | -48
COc1cc(C2N(c3ccc(F)cc3)C(=O)C3CCCN32)cc(OC)c1OC (stereo not given) | -5 | 1 | -34 | -1 | -1 | 7 | 0 | 2 | 7
CC[C@@]1(C(=O)OC)N[C@H](CN(C)C(=O)Nc2ccc(C(F)(F)F)cc2)[C@@H]2C(=O)N(Cc3ccccc3)C(=O)[C@@H]21 | 8 | 1 | 0 | 3 | 7 | 7 | 5 | 6 | 8
O=C1CS/C(=N/N=C/c2ccccc2OS(=O)(=O)c2ccccc2)N1 | 1 | 0 | 0 | -25 | -7 | -17 | -9 | -25 | 16
CC(C)CC(=O)Nc1sc2c(c1C#N)CC(C)(C)NC2(C)C | -4 | -2 | -16 | -1 | 6 | -2 | 2 | 4 | 22
CCOC(=O)Cc1csc(NC(=O)c2ccc(NC(C)=O)cc2)n1 | 8 | -3 | -2 | -7 | 3 | 2 | -2 | 0 | 11
O=C(Nc1nccs1)c1ccc(Br)c(S(=O)(=O)N2CCOCC2)c1 | -6 | -2 | -1 | -8 | -7 | -11 | -6 | -11 | 9
O=C(NCCCCNC(=O)c1ccc(Br)cc1)c1ccc(Br)cc1 | 1 | 6 | -1 | 2 | 1 | -6 | -4 | 0 | 8

Next part (five carried over from the part before).
SMILES | HKDC1 inhibitor | MIN6 prolif | SENP1 FRET inh | SENP6 block | SENP7 block | UBC13 polyUb | SENP8 block-1 | PfGluPho inh | SENP8 block-2
O=C1CS/C(=N/N=C/c2ccccc2OS(=O)(=O)c2ccccc2)N1 | 1 | 0 | 0 | -25 | -7 | -17 | -9 | -25 | 16
CC(C)CC(=O)Nc1sc2c(c1C#N)CC(C)(C)NC2(C)C | -4 | -2 | -16 | -1 | 6 | -2 | 2 | 4 | 22
CCOC(=O)Cc1csc(NC(=O)c2ccc(NC(C)=O)cc2)n1 | 8 | -3 | -2 | -7 | 3 | 2 | -2 | 0 | 11
O=C(Nc1nccs1)c1ccc(Br)c(S(=O)(=O)N2CCOCC2)c1 | -6 | -2 | -1 | -8 | -7 | -11 | -6 | -11 | 9
O=C(NCCCCNC(=O)c1ccc(Br)cc1)c1ccc(Br)cc1 | 1 | 6 | -1 | 2 | 1 | -6 | -4 | 0 | 8
CC(C)(C)OC(=O)NCCCCCNC(=O)c1nc[nH]c1C(=O)N1CCc2ccccc2C1 | -4 | 0 | 0 | -5 | -7 | -14 | -14 | -4 | 48*
O=C(CN1C(=O)NC2(CCCC2)C1=O)NCC1CCCO1 (stereo not given) | 12 | 2 | 2 | 12 | 5 | 0 | 1 | -14 | 4
CN1CCC(CNC(=O)Nc2csc3ccccc23)CC1 | 3 | 0 | -20 | -29 | 3 | 0 | -6 | -5 | 14
O=C(C#Cc1ccccc1)NCc1ccccc1F | -5 | -4 | 1 | 23 | -3 | -8 | 6 | -8 | 9
COc1ccc(S(=O)(=O)N2CCOCC2)cc1C(=O)NCC(c1ccco1)N1CCCC1 (stereo not given) | -2 | 6 | 3 | 4 | 3 | 8 | 3 | 0 | 3
Cc1cn(CC(=O)NCCCN2CCCC2=O)c(=O)[nH]c1=O | -2 | / | 1 | / | / | / | / | -15 | 10
CN(CCOC(=O)c1ccc2c(c1)OCCO2)C(C)(C)C | -4 | -2 | 2 | -16 | 12 | -4 | 1 | 1 | 18
CCCc1nnc(NC(=O)CCC(=O)N2CCCCCC2)s1 | 0 | 0 | -1 | -22 | -5 | 3 | -6 | -4 | 31
CC(C)CN(c1ccccc1)S(=O)(=O)c1nnc(NC(=O)c2ccco2)s1 | 2 | -3 | -5 | 12 | -4 | -15 | 3 | -30 | -261
NC(=O)C1(Nc2ccc(Br)cc2)CCCC1 | -10 | / | 2 | / | / | / | / | -10 | 9
COc1ccc(CCNC(=O)C(=O)NCC2OCCN2S(=O)(=O)c2ccc(Br)cc2)cc1OC (stereo not given) | -9 | 0 | 3 | -10 | -10 | -6 | -6 | -5 | 6
CN=C(Nc1cc(C)nn1-c1ccccc1)c1ccc(F)cc1 | 1 | -2 | 0 | -15 | -3 | -4 | -1 | -12 | 10
O=C(Cn1cc2c(n1)CCCCC2)NC1CCCCCC1 | -1 | -2 | -1 | -5 | -11 | -7 | -12 | -11 | 12
FC(F)(F)c1ccc(N2CCOCC2)c(NC2=NCCCCC2)c1 | 3 | 2 | 1 | -8 | -9 | -3 | -7 | 14 | 27
CC[C@]12c3[nH]c4cc(CCC(=O)N(C)C)ccc4c3CCN1C(=O)[C@@H](CC(=O)NCCCN(C)C)C[C@@H]2C(=O)N1CCN(C(=O)c2ccco2)CC1 | -8 | / | 0 | / | -2 | / | / | -2 | 14
Cc1cc(C(=O)OCC(=O)NC(=O)c2cccn2C)c2ccccc2n1 | -2 | -1 | -2 | -2 | 14 | 3 | -4 | -4 | -7
COc1ccc(N2CCN(C(c3nnnn3CCc3ccccc3)C(C)C)CC2)cc1 (stereo not given) | 4 | 2 | -2 | -4 | 1 | 6 | 3 | 10 | 16
CC(Oc1cccc(Cl)c1)C(=O)NCCCCc1ccccc1 (stereo not given) | -6 | 0 | -4 | -2 | -4 | 0 | 2 | -6 | 0
C=CCNc1nc(C(=O)OC(C)C(=O)c2ccc(C)cc2)cs1 (stereo not given) | -1 | 1 | 0 | -4 | 7 | 2 | 2 | 3 | 9
